Screens: PubChem BioAssay, Broad Institute
Statin myotox sup: suppressors of simvastatin-induced myotoxicity in C2C12 myotubes; ATP luminescence, 48 h; scaled: DMSO 0, geranylgeraniol control 100; rescue of ATP level, % at 7.49 µM; hit rate 0.78% among 330,000; AID 602340;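 active = mean ATP rescue above about 67%, or every replicate alone reaching that limit, limit read from the data, passing the limit was not always enough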;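 note: myotubes were challenged with 10 µM simvastatin during compound exposure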
GSIS activator: GLuc luminescence reporter in INS-1E cells, primary screen for activators of glucose-dependent secretion of insulin; INS-1E GLuc reporter insulin secretion, 2-3 h; activation, % at 16.6 µM; hit rate 0.61% among 370,000; AID 743287;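 active = lowest replicate activation of at least 40%, so every replicate reaches that level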;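 note: 0% = median of neutral control wells and 100% = median of IBMX positive control wells; some compounds called inactive have numbers as strong as hits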
PglD inh: blocks C. jejuni PglD acetyltransferase activity; purified PglD enzyme, DTNB colorimetric CoA detection; inhibition, % at 12.5 µM; hit rate 0.098% among 360,000; AID 602405; in the data active = inhibition above about 16%, passing the limit was not always enough; note: strong numbers were not always called active
miR-122 sensor: inhibitors of miR-122 in Huh7 cells; activation (reporter increase), % at 12.5 µM; AID 602342; hit rate 0.3% among 340,000; Huh7 miR-122 Renilla luciferase sensor, 48 h; neutral wells = 0, positive control = 100;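 active = mean replicate activation score at least 90 and every replicate individually at or above 90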;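 note: higher luciferase means less miR-122 activity so hits act as miR-122 inhibitors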
Cneo AK release: causes C. neoformans cell lysis | adenylate kinase release luminescence, 4 h; normalised: neutral wells 0, clomiphene wells 100 | lysis activity, % at 15 µM | hit rate 0.2% among 360,000;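 active = mean lysis activity across replicates of at least 80%, whatever share of replicates individually reach that level; inactive = mean lysis activity below 80%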
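Test system: log-phase Cryptococcus neoformans yeast cells. Input: 5 × 10^6 yeast cells/mL. Medium: fresh YPD growth medium. Doses: single dose. Incubation: static 4 h at 37 °C with compound, 1 h detection. Measured by: luminescent adenylate kinase detection reagent. Read-out: signal increase indicating cell lysis. Benchmarks: Clomiphene.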
CFTR F508del cor: CFTR F508del correction in bronchial cells; CFBE cells, YFP halide quenching; stimulated with forskolin plus potentiator P3; % fluorescence drop versus neutral controls; activity (quench increase), % at 7.58 µM; hit rate 0.36% among 350,000; AID 720511;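 active = mean added fluorescence quench of at least 8% versus neutral control, with both replicates also reaching 8%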;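 note: cells transiently co-express mutant CFTR-F508del with the halide-sensitive YFP; corrector assay measuring rescue of mutant channel to the surface after 24 h compound exposure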
PGC1a acetyl inh: modulators of PGC1a acetylation. U2OS PGC1a acetylation, AlphaScreen anti-acetyl-lysine; with virally co-expressed GCN5 acetyltransferase. inhibition, % at 15.6 µM. hit rate 0.17% among 350,000;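 active = every replicate shows inhibition of at least 40%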;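 note: 0% = neutral control wells and 100% = positive control wells; some results beyond the cut were filed as inactive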
FN deposit inh: fibronectin deposition inhibition. AH1F fibroblasts, Alexa488-fibronectin deposition fluorescence, overnight. inhibition, % at 12.6 µM. hit rate 0.086% among 350,000. AID 743247;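 active = mean inhibition across replicates of 30% or more, regardless of how many single replicates reach that level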;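 note: positive control wells lacked labelled fibronectin entirely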
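Assay system: AH1F fibroblast monolayer, labelled fibronectin deposition. Amount: 10000 cells per well. Also added: labelled fibronectin 24 nM. Compound: single-point pinned compound. Incubation: cell attachment 1 h, compound and FN exposure overnight. Detection: fluorescence after three HBSS washes, excitation 485 nm, emission 525 nm. Read-out: inhibition of fibronectin deposition signal.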
* marks the source's active call; other numbers are inactive results; . = no result given; [ ] = dose if it differs, or a comment.

SMILES | Statin myotox sup | GSIS activator | PglD inh | miR-122 sensor | Cneo AK release | CFTR F508del cor | PGC1a acetyl inh | FN deposit inh
C[C@@H]1CN([C@@H](C)CO)C(=O)c2cc(NC(=O)Cn3cnnn3)ccc2O[C@H]1CN(C)Cc1ccc(-c2ccccc2)cc1 | 0 | 10 | 0 | -5[16.7 µM] | -5 | 0.1 | -2 | .
CCOC(=O)C1CCCN(CCC(C)c2ccccc2)C1 (stereo unspecified) | -4 | 7 | -6 | 0 | 1 | . | -3 | 2
O=C(NCc1ccco1)C(C(=O)c1ccc(F)cc1)n1ccccc1=O (stereo unspecified) | 14 | -1 | 0 | -2 | 1 | . | . | .
Cn1cnc(S(=O)(=O)N[C@@H]2C=C[C@H](CC(=O)Nc3ccc(-c4ccccc4)cc3)O[C@H]2CO)c1 | -7 | 17 | -2 | -6[16.7 µM] | -2 | 1.2 | 7 | -12
O=C(N/N=C\c1cccnc1)C1c2ccccc2Oc2ccccc21 | . | -1 | . | . | . | -1.9 | 5 | 0
Cc1ccc(S(=O)(=O)N(C)c2c(C)ccc(S(=O)(=O)NC(C)(C)C)c2C)cc1 | . | -25 | . | 6 | . | 0.8 | -10 | 0
CC(=O)Nc1ccc(NC(=O)c2ccco2)cc1 | -3 | . | 4 | -3 | 1 | . | -6 | -2
O=C(NC1CCC1)[C@@H]1[C@@H](CO)[C@@H]2Cn3c(ccc(-c4cncnc4)c3=O)[C@H]1N2CCc1ccccc1 | 3 | 6 | 0 | -3[16.7 µM] | 3 | 0.4 | . | .
CCOC(=O)CC(NC(=O)c1cc2cccc(OC)c2oc1=O)c1cccc([N+](=O)[O-])c1 (stereo unspecified) | . | -4 | 2 | 5 | 1 | . | . | -3
NC(=O)CSc1nnc(-c2ccncc2)n1CCc1ccccc1 | 9 | . | 0 | 0 | -7 | . | -5 | -6
COCC(=O)N=Nc1c(O)[nH]c2ccccc12 | 6 | 10 | 3 | -3 | 0 | 2.6 | 5 | -2
CN(C)C(CNC(=O)C1CCN(S(=O)(=O)c2cccc(Cl)c2Cl)CC1)c1ccccc1 (stereo unspecified) | -7 | -37 | -5 | -4 | 0 | 3.6 | -7 | 0
C=CCn1c(SCCN2C(=O)c3ccccc3C2=O)nc2scc(-c3ccccc3)c2c1=O | -13 | 17 | -5 | -5 | 3 | . | . | .
CC(C)(C)OC(=O)N(CCc1ccccc1)Cc1cccc(OCc2cccc(NC(=O)C3CCCC3)c2)c1 | -13 | -3 | 1 | -1 | 7 | -2.0 | -1 | 6
O=c1[nH]c(CSc2nnnn2-c2ccccc2)nc2ccccc12 | 2 | 5 | . | 5 | . | -0.2 | -6 | 0
S=C(Nc1cccc(Cl)c1)N(CCCN1CCCC1)Cc1cccn1Cc1ccc(Cl)cc1 | . | -25 | 4 | 0 | 6 | -5.5 | -33 | 7
C/C=C/c1ccc([C@@H]2[C@H](CO)N(C(=O)CC)[C@H]2CNC(=O)CC)cc1 | 4 | 12 | -2 | 18[16.7 µM] | -1 | 1.5 | 5 | .
CCOc1ccc(C(=O)COC(=O)Cn2[nH]c(=O)c3ccccc3c2=O)cc1 | 8 | 15 | -3 | 2 | 5 | 0.7 | -1 | -3
CCOc1ccc(Nc2nc(N)nc(CSC(=S)N3CCN(c4ccccc4)CC3)n2)cc1 | 14 | 6 | . | . | . | -1.2 | 2 | -2
COC(=O)c1ccccc1N1C(=O)[C@@H]2C(c3ccc(F)cc3)=NO[C@@H]2C1=O | -5 | . | 1 | -2 | -2 | . | -2 | .
C[C@@H]1CCCCO[C@@H](CN(C)Cc2ccc3c(c2)OCO3)[C@@H](C)CN([C@H](C)CO)C(=O)c2cc(NC(=O)Nc3ccccc3)ccc2O1 | . | -31 | 2 | 2[16.7 µM] | 1 | 0.8 | 12 | -5
C[C@@H]1CN([C@H](C)CO)C(=O)Cc2cc(NC(=O)c3ccncc3)ccc2O[C@H]1CN(C)S(=O)(=O)c1cccs1 | 5 | 11 | 5 | -5[16.7 µM] | -5 | -0.9 | 11 | -3
CCN1C(=O)[C@H]2[C@@H](c3ccc(-c4ccccc4)c(OC)c3)N[C@@](Cc3ccccc3)(C(=O)OC)[C@H]2C1=O | 10 | -1 | -4 | -8 | 9 | -3.7 | -5 | -1
Cc1ccc(C(NC(=O)C2CCN(Cc3ccc(Oc4ccccc4)cc3)CC2)c2ccccn2)cc1 (stereo unspecified) | -5 | . | 0 | -7 | 5 | 1.9 | -23 | -13
CCN1C(=O)c2ccccc2S(=O)c2ccc(C(=O)N3CCCC3)cc21 (stereo unspecified) | -6 | -5 | 3 | -4 | -2 | -1.8 | -8 | 10

Full records, looked up by structure. Screens in order: Statin myotox sup	GSIS activator	PglD inh	miR-122 sensor	Cneo AK release	CFTR F508del cor	PGC1a acetyl inh	FN deposit inh
`C/C=C/c1ccc([C@@H]2[C@H](CO)N(C(=O)CC)[C@H]2CNC(=O)CC)cc1` reads 4	12	-2	18[16.7 µM]	-1	1.5	5	.
`CCOc1ccc(C(=O)COC(=O)Cn2[nH]c(=O)c3ccccc3c2=O)cc1` reads 8	15	-3	2	5	0.7	-1	-3

Other entries follow:
SMILES | Statin myotox sup | GSIS activator | PglD inh | miR-122 sensor | Cneo AK release | CFTR F508del cor | PGC1a acetyl inh | FN deposit inh
C[C@H]1CN([C@@H](C)CO)C(=O)c2cccc(NC(=O)c3cnccn3)c2O[C@H]1CN(C)S(C)(=O)=O | 1 | 10 | -6 | -19[16.7 µM] | -3 | -0.4 | 9 | .
COc1ccc(-c2cn3cccnc3n2)cc1NC(=O)c1cc(OC)c(OC)c(OC)c1 | . | 1 | . | . | . | -1.4 | -8 | -3
CSC1=NSC2=NC(=O)/C(=C/c3coc4ccc(O)cc4c3=O)C(=N)N12 | 12 | -4 | . | -10 | . | 3.4 | 0 | -15
Cc1nc(SCc2ccc(C(=O)O)cc2)c2c(C)c(C)sc2n1 | . | -3 | -3 | 13 | 13 | -8.4 | 9 | 1
CCOc1ccc(OCC(O)CN2CCc3ccccc3C2)cc1 (stereo unspecified) | -4 | -1 | 8 | -4 | 1 | 1.1 | 37 | 2
NC(=O)CSc1nnc(-c2cccs2)n1Cc1ccco1 | 2 | 12 | -28 | -4 | 1 | -32 | -6 | -1
CC(=NC1CCCCC1)c1ccc(O)cc1O | -6 | . | -4 | -6 | 14 | 2.0 | . | .
Cc1cccc(/C=C2\CS/C(=C\c3cccc(C)c3)C2=O)c1 | . | . | -2 | 5 | -2 | . | . | -2
COc1ccc(NC(=O)c2ccc(OC(=S)N(C)c3ccc(OC)cc3)cc2)cc1 | . | . | 5 | 5 | 1 | . | 15 | -12
COc1ccc(CCNC(=O)C2CCCN(Cc3nc(-c4cccc(Cl)c4)oc3C)C2)cc1OC (stereo unspecified) | -5 | -20 | 0 | 2 | . | . | 7 | 1
O=C(c1cccc(F)c1)N1CCCCN2[C@H](C1)[C@H](c1ccc(C#CC3(O)CCCC3)cc1)[C@@H]2CO | 11 | -6 | 4 | 0[16.7 µM] | 1 | -0.7 | -8 | 13
C[C@@H]1CN([C@H](C)CO)C(=O)Cc2cc(N(C)C)ccc2O[C@H]1CN(C)C(=O)Nc1ccc(C(F)(F)F)cc1 | 3 | -8 | 0 | 4[16.7 µM] | -9 | -1.2 | 15 | 1
C[C@H]1CN([C@@H](C)CO)C(=O)c2c(c3ccccc3n2C)-c2ccccc2CO[C@H]1CN(C)Cc1cccc(C(=O)O)c1 | 19 | 7 | 3 | . | -1 | -3.5 | -3 | -1
Cc1oc(C(C)(C)C)cc1C(=O)Nc1ccc2c(c1)OCO2 | -17 | -26 | 0 | -2 | 9 | -0.2 | -17 | 1
Cc1nc2c(OCc3cccc(Cl)c3)cccn2c1N(C)Cc1cccs1 | -77 | . | -3 | 7 | 6 | 0.7 | 4 | -1
COc1ccc(-n2nc(C(=O)NCC(=O)N3CCC(C)CC3)c3ccccc3c2=O)cc1Cl | -10 | -24 | 4 | -7 | -21 | 2.0 | . | 3
CCOC(=O)c1sc(NC(=O)C(CC)OC(=O)C(CC(C)C)NC(=O)c2ccccc2)nc1C (stereo unspecified) | -28 | . | 1 | 0 | 0 | . | -41 | 7
CCOc1cc(/C=C2/C(=N)N3C=CSC3=NC2=O)ccc1OCCCOc1ccccc1C | -8 | . | 5 | . | -1 | -2.9 | 16 | .
COc1cccc(CN2CC(C(=O)NCCc3ccc(C)o3)CCC2=O)c1 (stereo unspecified) | 7 | 0 | 0 | 2 | 3 | 2.0 | 1 | 1
COc1ccc(CN(C)C[C@H]2Oc3ccc(NC(=O)Nc4cccc5ccccc45)cc3CC(=O)N([C@H](C)CO)C[C@H]2C)cc1 | 10 | -5 | 1 | -3[16.7 µM] | -2 | 3.4 | -8 | .
Cc1ccc(S(=O)(=O)Nc2ccc3c(c2)C(=O)N(C)[C@@H]2CC[C@H](CC(=O)NCCc4ccncc4)O[C@@H]2CO3)cc1 | 17 | -8 | 0 | -45[16.7 µM] | 1 | -1.2 | 3 | 6
COc1ccc(C(=O)NCCc2nnc3ccc(SCC(=O)Nc4ccccc4)nn23)cc1 | 11 | -1 | 3 | 2 | 0 | 3.4 | 5 | .
O=C(NCc1ccco1)C(c1ccc(F)cc1)N(Cc1cccnc1)C(=O)Cn1nnc2ccccc21 (stereo unspecified) | 102* | -17 | -6 | 2 | -1 | . | 4 | .
COc1cccc(-c2cn(C[C@H]3CC[C@@H]([C@@H]4CC[C@H](Cn5cc(-c6cccc(OC)c6)nn5)O4)O3)nn2)c1 | 2 | -19 | -4 | 8 | 1 | 2.2 | 9 | 7
CCN(CC)S(=O)(=O)c1cccc(-c2nnc(SCC(=O)NC3CCCC3)n2N)c1 | 0 | . | 3 | -5 | -1 | . | -14 | 12
COc1ccc(S(=O)(=O)N2CCCC(C(=O)NC3CCCC3)C2)cc1OC (stereo unspecified) | 14 | -7 | 0 | -2 | 3 | -1.5 | . | 4
CCOC(=O)c1nc(C)n(-c2ccc(Cl)cc2)n1 | 2 | . | 2 | -14 | -1 | . | -9 | -4

In the list so far, six have a furan ring, fused or not:
SMILES | Statin myotox sup | GSIS activator | PglD inh | miR-122 sensor | Cneo AK release | CFTR F508del cor | PGC1a acetyl inh | FN deposit inh
O=C(NCc1ccco1)C(C(=O)c1ccc(F)cc1)n1ccccc1=O (stereo unspecified) | 14 | -1 | 0 | -2 | 1 | . | . | .
CC(=O)Nc1ccc(NC(=O)c2ccco2)cc1 | -3 | . | 4 | -3 | 1 | . | -6 | -2
NC(=O)CSc1nnc(-c2cccs2)n1Cc1ccco1 | 2 | 12 | -28 | -4 | 1 | -32 | -6 | -1
Cc1oc(C(C)(C)C)cc1C(=O)Nc1ccc2c(c1)OCO2 | -17 | -26 | 0 | -2 | 9 | -0.2 | -17 | 1
COc1cccc(CN2CC(C(=O)NCCc3ccc(C)o3)CCC2=O)c1 (stereo unspecified) | 7 | 0 | 0 | 2 | 3 | 2.0 | 1 | 1
O=C(NCc1ccco1)C(c1ccc(F)cc1)N(Cc1cccnc1)C(=O)Cn1nnc2ccccc21 (stereo unspecified) | 102* | -17 | -6 | 2 | -1 | . | 4 | .
